Source: PubChem BioAssay
BCLXL inh – blocks human Bcl-xL binding to Bim BH3 peptide; GST-Bcl-xL / FITC-Bim BH3 peptide fluorescence polarization; Q07817; 0.7% of 320,000 active; inhibition, % at 10.9 µM;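 active means inhibition above the mean of all tested compounds plus 3 SD, cutoff set per campaign, cut at about 30% in these data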;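 further: 0% = DMSO wells and 100% = unlabeled Bim-BH3 peptide competitor; inhibitors lower millipolarization by displacing the labeled peptide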
Target sequence (Q07817 whole entry, looked up): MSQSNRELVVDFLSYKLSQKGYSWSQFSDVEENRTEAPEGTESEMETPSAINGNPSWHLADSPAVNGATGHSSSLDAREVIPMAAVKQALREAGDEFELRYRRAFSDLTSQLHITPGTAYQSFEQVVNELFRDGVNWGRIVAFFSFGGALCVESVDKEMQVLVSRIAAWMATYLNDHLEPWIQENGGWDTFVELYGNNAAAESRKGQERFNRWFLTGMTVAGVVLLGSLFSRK
PME-1 inh – PME-1 (human) inhibition | Q9Y570 | recombinant PME-1, FP-Rh probe fluorescence polarization | inhibition, % at 5.9 µM | 0.53% of 320,000 active;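 active means inhibition above the campaign mean of all compounds plus 3 SD, cut at about 26% in these data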;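 further: competitive labeling of PME-1 active site by serine hydrolase directed probe; 0% = PME-1 with DMSO and 100% = wells lacking PME-1 enzyme; inhibitors block probe labeling so polarization falls and inhibition rises; many of its hits are not listed in these tables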
Target sequence (Q9Y570 whole entry, looked up): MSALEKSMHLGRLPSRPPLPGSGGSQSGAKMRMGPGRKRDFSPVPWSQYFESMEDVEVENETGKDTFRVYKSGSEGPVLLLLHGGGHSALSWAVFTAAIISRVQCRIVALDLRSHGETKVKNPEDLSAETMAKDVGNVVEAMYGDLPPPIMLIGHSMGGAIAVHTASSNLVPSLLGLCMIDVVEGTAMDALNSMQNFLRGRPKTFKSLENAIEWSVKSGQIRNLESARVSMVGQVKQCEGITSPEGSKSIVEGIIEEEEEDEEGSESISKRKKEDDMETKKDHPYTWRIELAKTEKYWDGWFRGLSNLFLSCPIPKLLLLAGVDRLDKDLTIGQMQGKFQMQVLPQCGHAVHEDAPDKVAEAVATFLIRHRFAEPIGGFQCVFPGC
Efflux pump mplx – inhibitors of Candida antifungal efflux pumps expressed in yeast; 0.44% of 330,000 active; inhibition, % at 10 µM; AID 485275; S. cerevisiae Candida pump triplex, Nile Red efflux;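 active means plate passing quality check with inhibition over a set limit, or well fluorescence over plate mean plus 4 SD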;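 further: Nile Red retained in pooled yeast measured as flow cytometry median fluorescence; 0% = buffer negative control and 100% = Enniatin B positive control; higher means more Nile Red kept so more efflux inhibition; some compounds called inactive have numbers as strong as hits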
MCL1 BIM primary – inhibitors of human MCL1 binding to BIM-BH3 peptide. Q07820. 0.68% of 320,000 active. GST-MCL1 / FITC-Bim-BH3 fluorescence polarization. inhibition, % at 10.9 µM;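 active means inhibition above the mean inhibition of all tested compounds plus 3 SD, set per campaign, cut at about 40% in these data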;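 further: 0% = DMSO wells and 100% = unlabeled Bim-BH3 peptide control; higher means more loss of mP so more displacement of Bim peptide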
GRK2 inh – inhibitors of human GRK2 displacing RNA aptamer | bead flow cytometry, FAM-aptamer displacement from GRK2 | inhibition of aptamer binding, % at 10 µM | P25098 | 0.59% of 330,000 active | AID 488847;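 active means inhibition of aptamer binding above 40%, roughly 3 SD of noise, on plates passing a quality check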;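 further: median bead fluorescence of bound FAM aptamer so fluorescent compounds give negative values; no value below 0 was filed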
MEX-5 binding – C. elegans MEX-5 TCR-2 RNA binding activity; MEX-5/FITC-TCR2 RNA binding, fluorescence polarization; active compounds read low; activity score (negative = inhibition of binding), % at 10 µM; 0.38% of 300,000 active; AID 1832;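 active means inhibition past about -25% in most replicates, and total fluorescence under double the plate's negative control median, limit read from the data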;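 further: 0% = DMSO and -100% = 5 µM competing unlabeled TCR2 RNA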
VLA-4 inh – inhibition in a human VLA-4 binding assay; 0.2% of 330,000 active; VLA-4 expressing cells, ligand binding flow cytometry; inhibition, % (about 7 µM as worked out from the volumes in the protocol); AID 2557; P13612; in the data active means inhibition above about 50%
Fam108B inh – blocks mouse Fam108B hydrolase in RBBP9 counter-screen. recombinant Fam108B, FP-Rh probe fluorescence polarization. 0.33% of 300,000 active. inhibition, % at 9.51 µM;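 active means inhibition above the screen mean inhibition plus 3 SD, computed separately per campaign, cut at about 18% in these data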;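 further: inhibitors lower polarization as less probe binds the enzyme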
GLD-1 RNA inh – GLD-1-TGE RNA interaction inhibition (C. elegans); purified GLD-1 + fluorescein TGE RNA, fluorescence polarization; AID 2280; inhibition, % at 5.96 µM; 0.44% of 320,000 active;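 active means percent inhibition above a per-plate cutoff, the plate mean of test compounds plus 3 SD, cut at about 30% in these data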;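 further: 0% = DMSO wells with GLD-1 and probe and 100% = wells lacking GLD-1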
Target sequence (Q17339 whole entry, looked up): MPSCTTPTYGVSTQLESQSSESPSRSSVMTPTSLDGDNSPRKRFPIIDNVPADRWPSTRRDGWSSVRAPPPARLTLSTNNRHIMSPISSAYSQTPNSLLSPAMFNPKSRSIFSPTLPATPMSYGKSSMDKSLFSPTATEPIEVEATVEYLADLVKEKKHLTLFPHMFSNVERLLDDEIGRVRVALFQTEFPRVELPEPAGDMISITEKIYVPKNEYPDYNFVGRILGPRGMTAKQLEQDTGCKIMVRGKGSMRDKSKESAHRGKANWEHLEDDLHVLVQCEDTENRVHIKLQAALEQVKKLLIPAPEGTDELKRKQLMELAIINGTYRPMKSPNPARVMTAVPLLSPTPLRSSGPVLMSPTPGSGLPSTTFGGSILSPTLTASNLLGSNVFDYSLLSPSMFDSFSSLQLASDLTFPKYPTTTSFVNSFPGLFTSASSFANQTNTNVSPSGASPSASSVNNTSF
Starred values were filed as active, the others as inactive; . = no result given. An excerpt, so the mix of outcomes need not match the whole.

Value order: BCLXL inh, PME-1 inh, Efflux pump mplx, MCL1 BIM primary, GRK2 inh, MEX-5 binding, VLA-4 inh, Fam108B inh, GLD-1 RNA inh
[1] CC(=O)c1c(C)[nH]c(C(=O)Nc2ccccc2Cl)c1C
    1, 4, 0.4, 1, 1, 1.0, 6, 0, -2
[2] COc1cc2nc(N(CCCN(C)C)C(=O)c3ccc(C(=O)c4ccccc4)cc3)sc2cc1OC
    1, 4, 0.1, -5, 0, -3.5, 13, 4, 8
[3] CCCSc1nnc(CN2CCOCC2)n1C
    -12, -5, 0.0, -1, 2, -0.5, -5, -1, 13
[4] CCOC(=O)c1cccc(NC(=S)N2CCN(c3ncc4c(=O)c(C(=O)O)cn(CC)c4n3)CC2)c1
    3, -1, -0.1, 5, 0, 0.7, 8, 2, -2
[5] COC(=O)c1ccc(NC(=O)C(=O)N2CCN(C(=S)Nc3cccc(OC)c3)CC2)cc1
    6, 1, -0.1, 14, 2, 1.0, -2, 1, 5
[6] COc1ccc(OC)c(S(=O)(=O)n2cnc3cc(C)c(C)cc32)c1
    4, 4, 0.1, 9, 0, 2.4, -3, -2, 2
[7] COc1ccc(C)cc1S(=O)(=O)N(CC(=O)Nc1cccc([N+](=O)[O-])c1)c1cc(C)cc(C)c1
    0, 0, -0.1, 3, 5, -2.0, 30, -6, 1
[8] CCS(=O)(=O)c1ccc(O)c(NC(=O)Nc2ccc(C(C)(C)C)cc2)c1
    -1, -3, 0.1, -4, 0, -0.2, -10, -8, -2
[9] COc1ccc(NC(=O)C(c2ccc(C)cc2)N(C)C(=O)Cc2cccs2)cc1 (stereo not given)
    -2, 2, 0.4, -10, 6, -1.2, 19, -6, -4
[10] O=C(CNC(=O)C1CCCC1)Nc1ccccc1Br
    0, 1, 0.1, 1, 0, ., 8, ., 3

New compounds follow
Value order: BCLXL inh, PME-1 inh, Efflux pump mplx, MCL1 BIM primary, GRK2 inh, MEX-5 binding, VLA-4 inh, Fam108B inh, GLD-1 RNA inh
[11] CCCCCCCCS(=O)c1sc2nc(C)cc(C)c2c1N (stereo not given)
    7, 2, 0.1, 10, 4, -3.7, -3, -1, -1
[12] CC1(C)CC(NS(=O)(=O)c2cccc3ccccc23)CC(C)(C)N1
    9, -4, 0.1, 10, 1, -1.5, -3, 2, 4
[13] COc1ccc(C)cc1S(=O)(=O)N(CC(=O)N1CCCC1)c1ccc(C)cc1
    6, 3, 0.8, 13, 0, 1.3, -4, 2, 2
[14] NC(=O)c1cccnc1Oc1ccc(Cl)cc1Cl
    1, -7, -0.1, 54*, 0, 2.8, 13, 1, -3
[15] CCc1ccc(NC(=O)CSc2nnc(Cc3cccn3C)n2-c2ccc(F)cc2)cc1
    -1, -3, 0.4, -1, 0, -1.7, -24, 1, 5
[16] C=CCn1c(SCCC)nc(O)cc1=O
    -4, 1, -0.1, 1, 0, 0.4, 13, 5, -2
[17] CCOC(=O)N1CCN(C(=O)Cn2c(C)cc3ccccc3c2=O)CC1
    0, 4, -0.1, 3, 0, -1.1, 1, -2, -8
[18] CCCOC(=O)c1ccc(NC(=O)c2ccccc2OC)cc1
    5, -44, 0.1, 12, 0, -1.0, 4, -2, 2
[19] COc1ccnc(Oc2ccc(C)cc2C)c1C#N
    10, -2, 0.0, 9, 0, 0.2, 2, 4, 3
[20] O=C(OCCN=C1NS(=O)(=O)c2ccccc21)c1cccc([N+](=O)[O-])c1
    0, 2, 0.0, 1, 1, -2.3, 9, 2, 0

Continued.
Value order: BCLXL inh, PME-1 inh, Efflux pump mplx, MCL1 BIM primary, GRK2 inh, MEX-5 binding, VLA-4 inh, Fam108B inh, GLD-1 RNA inh
[21] O=C(C[C@H]1C/C=C\CC[C@@H](Cc2ccc(F)cc2)C(=O)OC[C@H]2CCCN2C1=O)N[C@H](CO)Cc1ccccc1
    ., ., -1.1, ., 7, ., 17, ., 0
[22] Cc1cc(-c2csc(NC(=O)c3cc4ccccc4o3)n2)c(C)n1C
    11, -5, 0.3, 15, 2, 0.2, -7, 2, 11
[23] CC1(C)Nc2ccccc2C(=O)N1c1ccccc1
    1, -6, -0.1, -3, 5, -0.5, 9, 0, 0
[24] COc1ccc(-c2cc(C(=O)Nc3cc(OC)c(OC)c(OC)c3)no2)cc1
    2, 2, -0.1, 4, 0, 2.1, 4, 1, -6
[25] O=C(c1ccccc1-c1nc(-c2ccc(Cl)cc2)no1)N1CCCC1
    1, 4, 0.0, -4, 3, -3.2, 3, 2, 9
[26] Cc1ccc(NC(=O)c2cccc3c2C(=O)N(C2CCCCC2)C3)cc1
    0, -3, -0.2, 9, 2, -1.8, -9, -2, 2
[27] Nc1ccc(Nc2ccccc2N)cc1
    -6, 3, -0.1, -13, 9, ., -70, 9, -3
[28] O=C1CCCCC1C(Nc1ccc(Br)cc1)c1ccccc1 (stereo not given)
    3, -2, -0.1, 0, 0, -1.1, -4, 1, 4
[29] O=C1CC(c2ccc(F)cc2)C(n2cncn2)C(O)=C1C1NCCc2ccccc21 (stereo not given)
    6, -3, 0.0, 3, 10, 1.0, 5, -5, 5
[30] CC1(C)OC(=O)C=C(CC2NS(=O)(=O)OC3CCCCC23)O1 (stereo not given)
    5, -3, 0.0, 0, 0, 2.1, 46, 2, 12

Continued.
Value order: BCLXL inh, PME-1 inh, Efflux pump mplx, MCL1 BIM primary, GRK2 inh, MEX-5 binding, VLA-4 inh, Fam108B inh, GLD-1 RNA inh
[31] COc1ccc(S(=O)(=O)NN(C)c2ncc(C(F)(F)F)cc2Cl)cc1
    3, 3, 0.2, 8, 0, 1.0, 6, 3, 0
[32] CCN(CC)c1ccc(C=Nc2ccc(C)cc2C)c(O)c1
    2, 4, 0.1, 9, 7, -1.1, -8, 6, 5
[33] Cc1cc(NC(=O)CN2C(=O)NC(Cc3ccccc3)C2=O)no1 (stereo not given)
    0, -2, -0.1, -2, 2, -2.0, 14, -3, 4
[34] COc1ccc(C(=O)NNS(=O)(=O)c2ccc(C)cc2)cc1
    3, 0, -0.1, 4, 0, 0.0, 2, -2, -1
[35] CCOc1ccc(NC(=O)CN(C)C(=O)c2cc3c(s2)CCC(C)C3)cc1OCC (stereo not given)
    7, 7, 0.3, 2, 0, ., 6, ., 0
[36] COc1ccc(NC(=O)CC2SC(=NCc3ccccc3OC)NC2=O)cc1 (stereo not given)
    2, -3, -0.1, 12, 1, -3.5, 1, -1, 2
[37] COc1ccc(C)cc1NC(=O)CNCc1cccs1
    2, 1, 0.1, 8, 1, 0.1, 5, 0, 7
[38] Cc1cccc(Cn2ncc(Cl)c(Cl)c2=O)c1
    7, 0, 0.1, 7, 3, 2.3, 26, 2, 6
[39] Cc1noc(C)c1COC(=O)c1ccccc1NC(=O)c1ccco1
    3, -3, -0.3, 4, 4, 0.8, 2, -4, 7
[40] CC(C)OP(=O)(c1ccc(N(C)C)cc1)C(O)c1ccc(N(C)C)cc1 (stereo not given)
    8, 2, 0.4, 23, 4, -0.9, 13, 4, 8

Continued:
Value order: BCLXL inh, PME-1 inh, Efflux pump mplx, MCL1 BIM primary, GRK2 inh, MEX-5 binding, VLA-4 inh, Fam108B inh, GLD-1 RNA inh
[41] O=C(Nc1cccc(F)c1)C1CCCN(S(=O)(=O)c2cccc3cccnc23)C1 (stereo not given)
    6, -6, 0.1, 3, 3, -1.9, -7, 1, 1
[42] COc1cccc(-c2nc(CS(=O)(=O)CC(=O)NCCc3cc(OC)ccc3OC)c(C)o2)c1
    3, -1, 0.1, -2, 0, 0.7, 4, 1, 5
[43] CCn1c(=O)cc(OCC(=O)N(C)C2CCCCC2)c2ccccc21
    6, 3, 0.1, 5, 0, -2.2, 16, 2, 3
[44] CC(=O)c1c(N2CCCCC2)nc(=S)n(-c2ccccc2)c1C
    15, -1, 0.0, 10, 2, -1.6, -6, 1, 1
[45] O=C(CC12CC3CC(C1)CC(CC(=O)N1CCCC1)(C3)C2)N1CCCC1
    -4, -4, -0.1, -2, 1, 0.7, -1, -1, -3
[46] CCCCNC(=S)NNC(=O)c1sccc1C
    -3, 3, -0.1, 0, 1, -0.7, 6, 0, 1
[47] CCC(=O)c1cc(F)c(N2CCN(S(=O)(=O)c3ccc(C)cc3)CC2)cc1C
    6, 3, -0.1, 1, 1, 0.8, 4, 4, 10
[48] O=C(C[n+]1ccccc1)N/N=C/c1ccccc1C(F)(F)F
    -3, -7, -0.2, -8, 0, -0.7, 15, 4, 1
[49] CCc1ccccc1NC(=O)C1COc2ccccc2O1 (stereo not given)
    1, -5, 0.1, 5, 0, -1.7, -7, -2, -8
[50] COC(=O)c1ccc(C)c(NC(=O)CCc2ccc(OC)cc2)c1
    1, -3, 0.3, -22, 2, 0.0, 0, -1, 1

Next entries follow.
Value order: BCLXL inh, PME-1 inh, Efflux pump mplx, MCL1 BIM primary, GRK2 inh, MEX-5 binding, VLA-4 inh, Fam108B inh, GLD-1 RNA inh
[51] Cc1sc2ncn(CC(=O)NCCCC(=O)N3CCC(C)CC3)c(=O)c2c1C
    4, -5, 0.0, 3, 0, 0.4, 4, 0, 3
[52] CCNC(=O)C1=C(O)c2sccc2N(C)S1(=O)=O
    6, 3, 0.0, 7, 0, 2.1, 2, -1, 3
[53] CC1(C)CC(=O)/C(=C(\O)CCCN2C(=O)c3ccccc3C2=O)C(=NCCO)C1
    2, 2, -0.3, -7, 1, 0.8, 2, -2, 0
[54] Oc1ccc2cc(Br)ccc2c1CN1CCCC1
    0, 1, -0.1, 8, 0, -2.6, 6, 2, -1
[55] Cc1cc(NC(=S)Nc2cccc3ccccc23)n[nH]1
    -18, 0, 0.0, -6, 0, 0.3, 9, -2, 3
[56] CC(C)(Oc1ccc(Cl)cc1)C(=O)OCn1nnc2ccccc2c1=O
    1, 7, 0.1, 5, 2, -1.8, -2, 4, 7
[57] CCCCOc1ccc(C(=O)N/C(=C\c2cccc([N+](=O)[O-])c2)C(=O)OC(C)C)cc1
    0, -10, 0.1, 0, 1, 1.2, -6, -2, 4
[58] CCCCN1C(=N)N([C@@H](CCC)CN2CCC[C@H]2CN2C(N)=NC[C@H]2C(C)C)C[C@H]1[C@H](C)CC
    ., ., -0.4, ., 100*, ., 16, ., -6
[59] Cc1cc(C)c(NS(=O)(=O)c2ccc(NC(=O)/C=C/C(=O)O)cc2)c(C)c1
    2, 2, -0.1, -2, 1, 0.2, 14, -2, 0
[60] COc1ccc(CCNC(=O)C2(c3ccccc3)CC2)cc1
    -3, 2, 0.1, 5, 6, -2.3, -4, -2, -1

Carrying on:
Value order: BCLXL inh, PME-1 inh, Efflux pump mplx, MCL1 BIM primary, GRK2 inh, MEX-5 binding, VLA-4 inh, Fam108B inh, GLD-1 RNA inh
[61] COc1ccc(Nc2ncnc3sc(-c4ccccc4)cc23)cc1OC
    3, 39*, 0.2, 0, 0, 2.6, -15, 54*, 8
[62] Cc1cccc2sc(NNC(=O)c3cc(=O)c4ccccc4o3)nc12
    4, 47*, 0.2, -13, 0, -79*, -110, 4, -8
[63] COc1ccccc1C1=CC(=O)C[C@H](c2ccc(F)cc2)C1
    -3, 5, 0.0, -7, 0, ., 0, ., 1
[64] Cc1ccccc1NC(=S)N(Cc1ccco1)C(C)c1cccs1 (stereo not given)
    0, 2, 0.3, 9, 1, 1.2, -4, -2, 3
